GSK3B inh – human GSK3beta kinase inhibitors, primary screen, biochemical, cell-free homogeneous, HTS. GST-GSK3beta kinase, ADP-Glo luminescence, 60 min; stronger effect = lower value. Glycogen synthase kinase-3 beta (Homo sapiens), P49841. activity score (negative = inhibition), % at 10 µM. AID 2097, 2009. 300,000 tested, 0.038% active;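 active = more than half of replicate wells score below -50%, meaning over 50% inhibition versus plate controls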;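 note: 0% = median DMSO wells and -100% = median GW8510 positive control wells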
Target sequence (P49841 whole entry, looked up): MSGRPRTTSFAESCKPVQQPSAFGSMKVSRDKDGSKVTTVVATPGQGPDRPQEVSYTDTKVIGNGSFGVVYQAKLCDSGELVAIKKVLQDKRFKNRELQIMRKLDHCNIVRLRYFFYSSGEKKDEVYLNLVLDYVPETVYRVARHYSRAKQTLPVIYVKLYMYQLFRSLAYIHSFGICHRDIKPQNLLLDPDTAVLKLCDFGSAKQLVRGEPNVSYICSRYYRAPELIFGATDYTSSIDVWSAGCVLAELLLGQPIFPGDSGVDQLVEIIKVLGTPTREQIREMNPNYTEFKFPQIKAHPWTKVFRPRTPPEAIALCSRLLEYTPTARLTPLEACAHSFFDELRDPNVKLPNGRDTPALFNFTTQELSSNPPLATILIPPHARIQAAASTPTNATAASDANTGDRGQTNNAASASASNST
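Test system – GST-tagged human GSK3beta kinase, cell-free · Incubation – 60 min enzyme reaction, room temperature · Signal – ADP-Glo luminescence · Also added – peptide substrate and ATP at 25 µM · Controls – DMSO neutral wells and GW8510 at 20 µM as positive · Buffer or medium – Tris/MgCl2 kinase buffer · Measure – Luminescence-derived activity versus plate DMSO and GW8510 wells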
KLF5 inh – KLF5 expression inhibitors, primary screen, DLD-1 cells, luminescence. DLD-1 KLF5 promoter-luciferase reporter. inhibition, % at 5 µM. 290,000 tested, 0.23% active;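 active = inhibition above a per-plate limit of that plate's mean compound inhibition plus 3 SD, cut at about 60% in these data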;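 note: 0% = DMSO wells and 100% = LY294002 at 200 µM; higher means less KLF5 promoter-driven luciferase light; inactives centre near -14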
Platelet DG rel – inhibitors of platelet dense granule secretion, primary screen, cell-based, MLPCN, human platelets; inhibition, %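 (compounds screened at 7.5 µM in platelet-rich plasma)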; 300,000 tested, 0.22% active; human platelet-rich plasma, SFLLRN dense granule ATP release, luminescence;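 active = mean replicate score, as percent of positive control, at or above 50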
HSP90 refold inh – HSP90 inhibitors, primary screen, cell lysate, luminescence; AID 1789, 2009; Rabbit reticulocyte lysate, luciferase refolding luminescence, 3 h; inhibition, % at 5.6 µM; 290,000 tested, 0.91% active;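 active = inhibition above the screen-wide mean plus 3 SD, computed separately per campaign, cut at about 16% in these data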;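 note: 0% = DMSO wells and 100% = 60 µM geldanamycin wells; inhibitors lower the luminescence because luciferase stays unfolded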
aSyn UTR inh – MLPCN primary screen, SNCA 5' untranslated region. inhibition, % (tested at 7.5 µM). alpha-synuclein 5'UTR reporter, inhibitor activity. AID 1813, 2009. 300,000 tested, 0.82% active; in the data active = inhibition above about 60%;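 note: H4 neuroglioblastoma cells stably carrying SNCA 5'UTR luciferase fusion; 0% = DMSO wells and 100% = positive control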
IEC-6 cytotox – cytotoxicity in IEC-6 intestinal epithelial cells, primary screen, cytotoxicity control for KLF5 inhibitor project, cell-based, luminescence. IEC-6 cytotoxicity, luminescence viability. inhibition, % at 5 µM. 290,000 tested, 0.78% active. AID 1825, 2009; in the data active = inhibition above about 22%;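 note: 0% = plate median of test compound wells and 100% = cytotoxic reference compound wells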
HSF1 activator – HSF-1 activators, primary screen, NIH3T3-HGL cells, MG132 stress, luminescence, single point | NIH3T3-HGL HSF-1 luciferase reporter, 8 h; 100% = twice DMSO control signal | activation, % at 9 µM | 300,000 tested, 1.7% active;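 active = mean replicate activation of at least 50% with a set share of replicates each reaching 50%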;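 note: 0% = median of the neutral control wells and 100% = twice that signal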
HSF1 inh – HSF1 inhibitors in luciferase reporter cells, primary screen, cell-based, NIH3T3, luminescence; 300,000 tested, 0.77% active; AID 2098, 2009; NIH3T3-HGL HSE-luciferase, MG132-induced, luminescence 8 h; stronger effect = lower value; activity change, negative = inhibition, % at 7.5 µM (by protocol);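 active = more than half of replicate wells show activity change below -50%, luminescence cut by over half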;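 note: luciferase reports HSF-1 transcriptional activity via heat shock element; 0% = median of DMSO wells and -100% = zero luminescence signal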
Dyrk1A ADPGlo – rat Dyrk1A kinase inhibitors, primary screen, biochemical, single point, plate reader; Dual specificity tyrosine-phosphorylation-regulated kinase 1A (Rattus norvegicus), Q63470; inhibition, % at 12.5 µM; 310,000 tested, 0.43% active; ADP-Glo luminescence, NFATc1 peptide; in the data active = inhibition above about 50%;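 note: plate controls were vehicle with enzyme for no effect and no enzyme for full effect; many of its hits are not listed in these tables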
GSK3 alpha inh – blockers of GSK3A enzyme activity – biochemical, luminescence, cell-free homogeneous, HTS, primary screen. Glycogen synthase kinase-3 alpha (Homo sapiens), P49840. GSK-3 alpha kinase, ADP-Glo luminescence, 60 min. inhibition, % at 10 µM. 320,000 tested, 0.1% active. AID 2650, 2010;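 in the data active = inhibition above about 50%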;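 note: GST-tagged GSK-3 alpha with peptide substrate and 25 µM ATP; 0% = DMSO neutral wells and 100% = GW8510 positive control wells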
Target sequence (P49840 whole entry, looked up): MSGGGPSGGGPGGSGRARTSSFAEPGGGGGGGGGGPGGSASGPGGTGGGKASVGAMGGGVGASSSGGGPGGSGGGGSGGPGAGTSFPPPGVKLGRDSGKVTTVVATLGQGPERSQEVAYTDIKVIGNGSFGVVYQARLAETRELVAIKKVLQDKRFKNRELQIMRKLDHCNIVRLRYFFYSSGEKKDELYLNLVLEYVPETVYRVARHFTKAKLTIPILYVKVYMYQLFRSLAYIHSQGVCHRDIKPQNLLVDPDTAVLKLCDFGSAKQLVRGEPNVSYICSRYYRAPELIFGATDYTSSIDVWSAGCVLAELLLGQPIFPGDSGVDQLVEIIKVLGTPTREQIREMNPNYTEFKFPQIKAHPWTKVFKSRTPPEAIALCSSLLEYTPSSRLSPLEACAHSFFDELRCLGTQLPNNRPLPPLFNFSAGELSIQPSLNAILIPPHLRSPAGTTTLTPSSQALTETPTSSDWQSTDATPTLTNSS
* hit, by the source's call; nt = no result given; & = joins results of further samples.

The line under a structure holds: GSK3B inh, KLF5 inh, Platelet DG rel, HSP90 refold inh, aSyn UTR inh, IEC-6 cytotox, HSF1 activator, HSF1 inh, Dyrk1A ADPGlo, GSK3 alpha inh
1	CCCOc1ccccc1-c1nc2n[nH]nc2c(=O)[nH]1
  5, nt, 5, nt, -7, nt, 7, 2, 11, 4
2	CC1(C)OC2CC3C4CC(F)C5=CC(=O)C=CC5(C)C4(F)C(O)CC3(C)C2(C(=O)CO)O1 (configuration not stated)
  -3, -15, 1, 0, 30, 3, -55, -46, 5, -3
3	N=C(N=C(N)N)N1CCOCC1
  -3, nt, -4, nt, -23, nt, 4, -7, 2, -1
4	O=C1NCC2(CCN(CCc3ccccc3)CC2)O1
  2, nt, 1, nt, 4, nt, 10, 2, 0, -1
5	CC(=O)[C@H]1CC[C@H]2[C@@H]3C[C@H](C)C4=CC(=O)CC[C@]4(C)[C@H]3[C@@H](O)C[C@]12C
  1, -4, -1, -2, -9, 4, -44, -30, 6, -3
6	O=c1cc[nH]c(=O)[nH]1
  3, nt, 2, nt, -11, nt, 5, 3, 5, -1
7	CC1=NN(c2ccccc2)C(=O)C1
  4, -29, 1, 5, -26, -7, -9, 5, 1, -3
8	C[C@H](CCC(=O)O)[C@H]1CC[C@H]2[C@@H]3[C@@H](O)C[C@@H]4C[C@H](O)CC[C@]4(C)[C@H]3CC[C@]12C
  5, -3, -1, -5, 6, -3, -16, 4, -3, -4
9	CN(C)C/C=C(/c1ccc(Br)cc1)c1cccnc1
  2, nt, -5, nt, 9, nt, -5, 1, 3, -4
10	NC(=O)NC(CCC(=O)O)C(=O)O (configuration not stated)
  3, nt, -3, nt, -10, nt, 9, 10, 4, -2
11	C[C@]12CC[C@H]3[C@@H](CCC4=CC(=O)CC[C@@]43C)[C@@H]1CC[C@@H]2C(=O)CO
  4, -41, 0, 0, -5, 3, -28, -17, -9, -1
12	COc1ccccc1OCC(O)COC(N)=O (configuration not stated)
  3, 4, -3, 3, -36, -4, -8, -11, 6, -2
13	CCOC(=O)C1(CCOc2ccccc2)CCN(Cc2ccc(O)c(Cl)c2)CC1
  3, -43, -5, -3, 108*, -2, 18, -1, 5, 2
14	CCOc1ccc(S(=O)(=O)N2CCCCCC2)c2ccccc12
  -1, -36, -1, 2, 16, 14, -4, 6, -4, -1
15	Cc1nc2c3ccccc3nc(NNC(=O)CCC(=O)N3CCN(c4ccccc4)CC3)n2n1
  1, -21, 10, -3, 18, 2, -12, -3, -3, 0
16	O=C(O)COC(=O)Cc1ccccc1Nc1c(Cl)cccc1Cl
  4, -13, -5, -3, 19, 7, -25, -1, -9, -6
17	O=C1N(c2ccccc2)c2ccccc2C1(Cc1ccncc1)Cc1ccncc1
  -4&-2, 5, 2&-1, -3, -31&8, -2, 9&10, -3&1, -7, -2
18	c1ccc2c(CC3=NCCN3)cccc2c1
  2, -7, 5, 0, 16, -1, 6, 1, 21, -1
19	Cc1coc2c1C(=O)C(=O)c1c-2ccc2c1CCCC2(C)C
  1, -14, -1, 2, 63*, -1, 4, -9, 9, 1
20	C/C=C/C=N\NC(=O)c1ccncc1
  0, -14, -4, -3, 0, 3, -8, 5, 0, 3

Ordered by SMILES length (ascending): 14 of the compounds above
The line under a structure holds: GSK3B inh, KLF5 inh, Platelet DG rel, HSP90 refold inh, aSyn UTR inh, IEC-6 cytotox, HSF1 activator, HSF1 inh, Dyrk1A ADPGlo, GSK3 alpha inh
6	O=c1cc[nH]c(=O)[nH]1
  3, nt, 2, nt, -11, nt, 5, 3, 5, -1
7	CC1=NN(c2ccccc2)C(=O)C1
  4, -29, 1, 5, -26, -7, -9, 5, 1, -3
10	NC(=O)NC(CCC(=O)O)C(=O)O (configuration not stated)
  3, nt, -3, nt, -10, nt, 9, 10, 4, -2
18	c1ccc2c(CC3=NCCN3)cccc2c1
  2, -7, 5, 0, 16, -1, 6, 1, 21, -1
4	O=C1NCC2(CCN(CCc3ccccc3)CC2)O1
  2, nt, 1, nt, 4, nt, 10, 2, 0, -1
9	CN(C)C/C=C(/c1ccc(Br)cc1)c1cccnc1
  2, nt, -5, nt, 9, nt, -5, 1, 3, -4
1	CCCOc1ccccc1-c1nc2n[nH]nc2c(=O)[nH]1
  5, nt, 5, nt, -7, nt, 7, 2, 11, 4
14	CCOc1ccc(S(=O)(=O)N2CCCCCC2)c2ccccc12
  -1, -36, -1, 2, 16, 14, -4, 6, -4, -1
19	Cc1coc2c1C(=O)C(=O)c1c-2ccc2c1CCCC2(C)C
  1, -14, -1, 2, 63*, -1, 4, -9, 9, 1
17	O=C1N(c2ccccc2)c2ccccc2C1(Cc1ccncc1)Cc1ccncc1
  -4&-2, 5, 2&-1, -3, -31&8, -2, 9&10, -3&1, -7, -2
15	Cc1nc2c3ccccc3nc(NNC(=O)CCC(=O)N3CCN(c4ccccc4)CC3)n2n1
  1, -21, 10, -3, 18, 2, -12, -3, -3, 0
2	CC1(C)OC2CC3C4CC(F)C5=CC(=O)C=CC5(C)C4(F)C(O)CC3(C)C2(C(=O)CO)O1 (configuration not stated)
  -3, -15, 1, 0, 30, 3, -55, -46, 5, -3
11	C[C@]12CC[C@H]3[C@@H](CCC4=CC(=O)CC[C@@]43C)[C@@H]1CC[C@@H]2C(=O)CO
  4, -41, 0, 0, -5, 3, -28, -17, -9, -1
5	CC(=O)[C@H]1CC[C@H]2[C@@H]3C[C@H](C)C4=CC(=O)CC[C@]4(C)[C@H]3[C@@H](O)C[C@]12C
  1, -4, -1, -2, -9, 4, -44, -30, 6, -3

Back to the main list, repeating the two entries before the break.
The line under a structure holds: GSK3B inh, KLF5 inh, Platelet DG rel, HSP90 refold inh, aSyn UTR inh, IEC-6 cytotox, HSF1 activator, HSF1 inh, Dyrk1A ADPGlo, GSK3 alpha inh
19	Cc1coc2c1C(=O)C(=O)c1c-2ccc2c1CCCC2(C)C
  1, -14, -1, 2, 63*, -1, 4, -9, 9, 1
20	C/C=C/C=N\NC(=O)c1ccncc1
  0, -14, -4, -3, 0, 3, -8, 5, 0, 3
21	NS(=O)(=O)c1cc2c(cc1C(F)(F)F)NC(Cc1ccccc1)NS2(=O)=O (configuration not stated)
  -1, -21, 2, 1, -12, 3, -14, -7, 10, -1
22	COc1ccc(CN(CCN(C)C)c2ccccn2)cc1
  0, -16, -5, 1, -20, -2, -11, -4, 8&-5&9, 0&-1
23	CC(Oc1c(Cl)cccc1Cl)C1=NCCN1 (configuration not stated)
  -2, nt, -1, nt, -80, nt, -3, -6, nt, 1
24	COc1cc2nc(N3CCN(C(=O)C4COc5ccccc5O4)CC3)nc(N)c2cc1OC (configuration not stated)
  -1, 0, 0, 1, 12, 1, -17, 2, 11, -3
25	Cc1cc(C)nc(/N=C(\N)Nc2ccc(S(N)(=O)=O)cc2)n1
  -2, 10, 1, 1, -2, 8, -14, 3, -4, 0
26	Cc1nnc(NS(=O)(=O)c2ccc(N)cc2)s1
  1, -5, 0, -2, -23, -5, -1, -5, 4, -4
27	CC1(C)O[C@H]2CC(=O)OCC23[C@H]2CC[C@@]4(C)[C@H](c5ccoc5)OC(=O)[C@H]5O[C@]54[C@]2(C)C(=O)C[C@@H]13 (some centres not stated)
  -1, nt, -3, nt, 25, nt, 1, -1, 14, -5
28	CCCn1ncc(CN2CCCC(C(=O)c3cccc(OC(C)C)c3)C2)c1C (configuration not stated)
  2, -33, -1, 5, 17, -2, -1, -3, 11, -2
29	COc1nc(C)nc(Cl)c1NC1=NCCN1
  2, nt, -4, nt, -12, nt, -13, -2, 4&-3, -3
30	CN(C)CCCN1c2ccccc2Sc2ccccc21
  -2, -23, 1, 0, 15, 0, 3, -8, 11, -1
31	CC(=O)O[C@]1(C(C)=O)CC[C@H]2[C@@H]3C=C(Cl)C4=CC(=O)[C@@H]5C[C@@H]5[C@]4(C)[C@H]3CC[C@@]21C
  -1, nt, 6, nt, 16, nt, -16, 4, 5, 0&3
32	CC(C)Cn1cnc2c1c(=O)n(C)c(=O)n2C
  2, -11, 2, 0, 11, 1, 17, -1, -1, 0

Only part of the results is shown; the hit share may differ from the screen's.
